# Source: PubChem
# Luciferase inh – blocks purified firefly luciferase enzyme activity; P08659; purified P. pyralis luciferase, luminescence, biochemical; Potency, µM (highest dose often 115 µM), inactives show top-dose activity change, negative = inhibition, hits mostly inhibitors; hit rate 2.5% among 76,000; note: potency is the fitted concentration of half-maximal effect; nearly all actives have a fitted effect of over 65% in size
#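 Purified 10nM P. pyralis luciferase with 10uM D-luciferin and 10uM ATP in 50mM Tris acetate pH 7.5, 10mM Mg acetate, 0.01% Tween-20, 0.05% BSA. qHTS titration; luminescence read by CCD imager.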
# NIH3T3 tox – kills NIH 3T3 cells. NIH 3T3 viability, CellTiter-Glo ATP luminescence, 48-72 h. Potency, µM (doses to about 96.7 µM), for the others: at the highest dose activity change, negative = cytotoxicity, usual class: inhibitors. hit rate 4.3% among 94,000. AID 1345082; note: potency is the fitted concentration of half-maximal effect; nearly all actives have a fitted effect of over 55% in size
#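 Viability of NIH 3T3 cells after 48 or 72 hr compound treatment at 37 °C was assessed by CellTiter-Glo, with luminescence imaged following a 10 min room-temperature step.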
# IP6K1 inh – IP6K1 kinase inhibition | Q92551 | IP6K1 kinase, ADP-Glo luminescence, 2 h; active compounds read low | hit rate 0.81% among 140,000 | activity change, % (series mostly up to about 58 µM); in the data active = activity change below about -25%
# Target sequence (Q92551 whole entry, looked up): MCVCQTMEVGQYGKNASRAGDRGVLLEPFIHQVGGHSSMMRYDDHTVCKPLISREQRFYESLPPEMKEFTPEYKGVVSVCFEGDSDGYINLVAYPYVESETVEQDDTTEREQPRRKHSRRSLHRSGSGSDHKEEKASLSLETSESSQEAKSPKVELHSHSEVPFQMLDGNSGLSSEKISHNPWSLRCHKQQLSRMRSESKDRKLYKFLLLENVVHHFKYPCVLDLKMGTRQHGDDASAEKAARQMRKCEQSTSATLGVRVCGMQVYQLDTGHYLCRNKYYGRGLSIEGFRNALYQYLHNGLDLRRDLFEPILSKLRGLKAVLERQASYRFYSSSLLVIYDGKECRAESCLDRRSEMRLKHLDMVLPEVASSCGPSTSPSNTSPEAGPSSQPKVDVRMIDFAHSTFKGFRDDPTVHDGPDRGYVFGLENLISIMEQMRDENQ
#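 ADP-Glo luminescence measures ADP made by human IP6K1 during a 2 h RT reaction with ATP/IP6 (mix at 1.3 mM/130 uM); top library doses 57.5 and 19.1 uM final.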
# GPT2 inh – blocks human glutamate pyruvate transaminase 2; Recombinant GPT2, coupled pyruvate oxidase/HRP Amplex Red fluorescence; hit rate 0.25% among 100,000; Potency, µM (doses to about 57.7 µM), inactives show top-dose activity change, negative = inhibition, actives largely listed as inhibitors; note: potency is the fitted concentration of half-maximal effect; nearly all actives have a fitted effect of over 60% in size; many of its hits are not listed in these tables
# Target sequence (Q8TD30 whole entry, looked up): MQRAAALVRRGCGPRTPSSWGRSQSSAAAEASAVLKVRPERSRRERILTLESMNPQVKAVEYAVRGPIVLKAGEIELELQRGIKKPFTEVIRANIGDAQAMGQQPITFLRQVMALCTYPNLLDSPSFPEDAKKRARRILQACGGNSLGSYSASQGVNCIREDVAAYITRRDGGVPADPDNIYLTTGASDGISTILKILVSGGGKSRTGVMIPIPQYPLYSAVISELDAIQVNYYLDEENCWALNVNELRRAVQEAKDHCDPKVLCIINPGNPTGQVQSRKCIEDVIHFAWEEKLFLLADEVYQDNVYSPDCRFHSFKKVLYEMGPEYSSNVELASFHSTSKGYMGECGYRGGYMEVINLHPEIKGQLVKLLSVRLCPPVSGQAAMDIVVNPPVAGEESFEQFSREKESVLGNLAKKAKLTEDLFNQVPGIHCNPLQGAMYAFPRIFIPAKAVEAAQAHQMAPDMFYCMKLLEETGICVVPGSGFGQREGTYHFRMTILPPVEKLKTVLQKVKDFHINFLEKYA
#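 Recombinant GPT2 (10ng/uL) with 250uM a-KG and 2mM L-alanine, 30 min at room temperature, in HEPES pH 7.5 buffer. Pyruvate detected by pyruvate oxidase/HRP/Amplex Red fluorescence after 30 min in the dark; AOA (50uM) as positive control.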
# SNCA expr inh – reduces expression of the alpha-synuclein gene; HEK-293 SNCA-luciferase knock-in, luminescence, 24 h; Potency, µM (titrated, usually from 57.2 µM), for the others: at the highest dose activity change, negative = inhibition, hits mostly inhibitors; hit rate 0.17% among 140,000;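 note: potency is the fitted concentration of half-maximal effect; plate controls were DMSO cells for no effect and cell-free wells for full effect; nearly all actives have a fitted effect of over 45% in size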
# SNCA viab count – counter-screen for SNCA expression inhibitors: cell viability; HEK-293-SNCA-luc viability, GF-AFC fluorescence, 24 h; Potency, µM (titrated, usually from 57.1 µM), without a hit: at the top dose activity change, negative = cytotoxicity, actives largely listed as cytotoxic; hit rate 0.12% among 150,000;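 note: potency is the fitted concentration of half-maximal effect; 0% = DMSO-treated cells and -100% = medium-only wells without cells; nearly all actives have a fitted effect of over 30% in size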
#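 HEK-293-SNCA-luc cells (1500/well) plated 24 h, then exposed 24 h to a dilution series; GF-AFC added 30 min at 37C, fluorescence 405/540 nm; normalised to medium-only and DMSO wells, Hill fit.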
# HEK293 tox – HEK 293 cell cytotoxicity. HEK 293 viability, ATP luminescence (CellTiter-Glo), 48-72 h. Potency, µM (top dose mostly 115 µM), for the others: at the top dose activity change, negative = cytotoxicity, hits mostly inhibitors. hit rate 6.6% among 94,000; note: potency is the fitted concentration of half-maximal effect; nearly all actives have a fitted effect of over 60% in size
#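 HEK 293 seeded at 250 cells/well receive compound via pintool. After 48 or 72 hr at 37 degree Celsius, 5% CO2 and 95% humidity, CellTiter-Glo is dispensed and luminescence read following 10 min at room temperature.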
# * hit, by the source's call; i = inactive; ? = inconclusive; . = no result given; [ ] = another dose, or the depositor's remark. Unless noted, calls come from the whole dose curve; as a rule, active = well fitted curve in the direction sought with a large enough effect; inconclusive = small, poorly fitted or top-dose-only effect, or another doubt; inactive = no such curve, though single readings can be large; an effect the other way counts as inactive or inconclusive. Unless noted, % is set by controls: 0 for no effect and ±100 for the full control effect.
# Results follow in this order: Luciferase inh	NIH3T3 tox	IP6K1 inh	GPT2 inh	SNCA expr inh	SNCA viab count	HEK293 tox
C=CCN1CCN(C(=O)C2(CCO)CC23CCOCC3)CC1 (stereo not given)
    -1.3%	i	4.1	i	4.6%	-17.0%	i
CCCCn1c(=O)c(C(=O)N2CCN(C(=O)c3cccc(Cl)c3)CC2)nc2cccnc21
    .	?	9.9	-8.6%	4.9%	-0.3%	-17.7%
Cc1cc(C)cc(-n2nnc(-c3nsc(NC(=O)c4ccccc4Cl)n3)c2C)c1
    .	.	2.1	.	24.5%	-5.7%	.
Cc1c(Cl)cccc1NC(=O)C(=O)NCC(c1cccnc1)N1CCN(c2ccccc2)CC1 (stereo not given)
    .	.	2.0	.	-24.8%	-19.5%	.
Cn1nc(C2CCCC2)cc1NC(=O)C(C)(C)C
    .	-13.4%[138 µM]	1.4	i	-3.1%[87.6 µM]	11.4%[87.6 µM]	i
COc1ccc(NC(=O)c2cc3c(N4CCSCC4)nc(C)cn3n2)cc1OC
    -11.0%	-15.1%	-16.7	i	-3.8%	-1.1%	-13.7%
Cc1cccc(CC(=O)N2CCCN(c3cc(-c4ccc(Br)cc4)[nH]n3)CC2)c1
    -12.4%	31.6µM*	-5.7	?	-9.6%	-7.6%	?
COc1cc(C2C(C(=O)Nc3ccccc3)=C(C)Nc3nc(SCc4ccccc4F)nn32)cc(OC)c1OC (stereo not given)
    .	.	9.5	.	8.0%	6.1%	.
Cc1cc(C)cc(-n2c(SCC(=O)NC3CCCCC3)nc3c([nH]c4ccccc43)c2=O)c1
    .	.	-14.4	.	26.6%	7.2%	.
CCCN(CC1CCOC1)C(=O)Nc1ccc(CC)cc1 (stereo not given)
    -15.5%	-24.6%	8.6	i	-23.3%	0.7%	-1.5%
CCN1CCN(C(=O)c2ccc3nnc(-c4ccccc4OC)n3c2)CC1
    .	-15.1%	2.6	i	-5.7%	3.9%	-0.4%
CCOc1ccc(C(=O)N2CCC(n3cc(-c4nc(C)no4)nn3)C2)cc1 (stereo not given)
    1.1%	-10.0%	0.0	3.6%	5.1%	-10.1%	2.3%
CCOC(=O)[C@H]1O[C@H]1C(=O)N[C@@H](CC(C)C)C(=O)NCCC(C)C
    .	.	.	i	12.2%	?	.
C/C1=C/CCC2=CC(OC2=O)C(C)(C)/C=C/C1=O (stereo not given)
    .	.	3.8	i	.	7.52µM*	.
CC(C)c1ccc(CC(=O)N2CCCc3ncc(C(=O)N4CCCC[C@@H]4Cc4ccccc4)cc32)cc1
    -0.1%	35.5µM*	31.7	?	-28.4%	?	44.7µM*

# Remaining list, next part
# Results follow in this order: Luciferase inh	NIH3T3 tox	IP6K1 inh	GPT2 inh	SNCA expr inh	SNCA viab count	HEK293 tox
COc1cc(OC)cc(C(=O)N2CCCC(c3noc(COc4ccccc4F)n3)C2)c1 (stereo not given)
    -8.3%	?	7.4	0.1%	?	-21.8%	?
COc1ccc(C(=O)NC2CCN(c3cc(-c4cccs4)[nH]n3)C2)c(OC)c1 (stereo not given)
    -16.0%	?	2.2	?	?	?	?
CN1CCN([C@H]2CCN(C(=O)NCCc3ccccc3)C[C@H]2CCC(=O)O)CC1
    8.2%	i	0.2	i	?	0.9%	2.8%
CCCN(CCC)C(=O)CSc1nc2sc3c(c2c(=O)n1-c1ccccc1)CCN(C(C)=O)C3
    .	.	-0.6	.	53.8%[activator]	-3.3%	.
CC1(C)C[C@@H]2[C@H](C1)[C@@]1(C)C[C@]13C(O)OC[C@]3(O)[C@H]2O (stereo not given in full)
    .	.	14.7	i	.	-4.5%	.
CCN1C(=O)C2(CCN(S(=O)(=O)c3ccc(Cl)c(C)c3)CC2)c2ccccc21
    -5.8%	-1.0%	16.5	1.3%	-13.8%	5.5%	5.3%
C=Cc1ccc(CSc2nc(-c3ccc(C)cc3)nc3c2Cc2c(CO)cnc(C)c2O3)cc1
    .	.	-18.3	.	?	?	.
COc1ccc(/C=C\c2onc(C)c2S(=O)(=O)N2CCC(C(=O)Nc3ccccc3OC)CC2)cc1
    .	.	-23.6	.	-18.2%	11.5%	.
COc1ccc(C(=O)N2CCn3c(nn(-c4ccc(C)cc4)c3=O)C2)cc1
    -10.6%	?	0.7	i	8.4%	?	?
O=C(c1n[nH]c2c1CCCC2)N1CCCC2(C1)Nc1cccnc1NC2=NC1CCCC1 (stereo not given)
    1.6%	?	0.0	-18.8%	-18.7%	-14.0%	-27.4%
O=C1CCN(S(=O)(=O)c2ccc3c(c2)CCC3)CCCC(CO)CCN1 (stereo not given)
    -7.8%	-11.2%	-2.4	-0.1%	2.6%	-0.9%	0.1%
Cc1ccc(-c2ccc(CN3CCCC(NC(=O)Cc4ccc(F)cc4)C3)cc2)cc1Cl (stereo not given)
    .	?	1.2	.	.	.	?
COc1ccc(-c2cccc(C(=O)NCC(F)(F)F)c2)nn1
    .	-27.2%[138 µM]	13.0	.	.	.	-22.2%[172 µM]
COc1cccc(-c2nc3c([nH]2)CN(C(=O)CCn2cnnn2)CC3)c1
    -22.9%	-3.3%	10.7	-6.0%	-0.1%	-6.9%	-6.8%
COc1ccccc1CNC(=O)CCC[C@@H]1[C@H]2CCCN3CCC[C@@H](CN1C(=O)c1ccccc1)[C@@H]23
    0.0%	?	8.0	-6.6%	5.8%	-5.4%	-26.6%

# (continued)
# Results follow in this order: Luciferase inh	NIH3T3 tox	IP6K1 inh	GPT2 inh	SNCA expr inh	SNCA viab count	HEK293 tox
CCCOc1ccc(C(=O)Nc2ccc(NC(=O)c3ccc(Br)cc3)cc2)cc1
    .	.	22.0	.	8.0%	-2.9%	.
CC(c1ccccc1-n1cccn1)n1cc(-c2nccn2C)nn1 (stereo not given)
    3.0%	-4.5%	2.5	-30.6%	5.2%	-14.6%	1.0%
CN(C)c1nc2c(c(=O)[nH]1)CCN(Cc1cccc(F)c1F)CC2
    7.9%	-29.4%	22.4	i	-14.5%	-4.3%	?
COc1ccc(CCC(=O)N2CCN(C(=O)c3nnn4c3COC(c3ccccc3)C4)CC2)cc1 (stereo not given)
    -11.9%	0.2%	0.9	-22.2%	38.3%[activator]	0.8%	?
CN(CC[C@H]1CN(C(=O)c2ccnc(Cl)c2)CC[C@H]1CC(=O)O)c1ccccc1
    1.8%[172 µM]	28.2µM*	45.6	i	7.7%[87.6 µM]	-0.6%[87.6 µM]	-5.7%[172 µM]
COc1ccc(-c2cc(N3CCCC(NC(=O)c4ccc(F)c(F)c4)C3)n[nH]2)cc1 (stereo not given)
    ?	?	0.0	-29.5%	35.1%[activator]	-19.7%	?
COc1ccc(OCc2nc(C)c(CCO)c(=O)n2CC(=O)Nc2cccc(OC)c2)cc1
    -0.5%	-4.6%	-3.0	2.6%	-1.6%	1.8%	-5.8%
COc1ccccc1CNC(=O)C1CCCN(c2nnc(C)c3c(C)n(-c4ccccc4)nc23)C1 (stereo not given)
    .	.	-2.0	.	-1.1%	?	.
COc1ccc(-c2ccc(C(=O)N3CCN(C(=O)c4ccc(Cl)nc4)CC3)cc2)nn1
    .	-14.6%	2.9	.	.	.	-4.0%
CCOc1ccc(NC(=O)Cn2c(=O)cc(C)c3c(C)nn(-c4cccc(Cl)c4C)c32)cc1
    .	.	33.5	.	2.9%	8.4%	.
CCc1ccccc1NC(=O)C1CCCN(S(=O)(=O)c2ccc3[nH]c(=O)ccc3c2)C1 (stereo not given)
    .	.	3.3	.	18.1%	7.3%	.
CCCC(=O)N1CCC(N2C(=O)C(O)C23CCCCC3)CC1 (stereo not given)
    -3.1%	-14.6%	3.1	i	-7.6%	-2.0%	-4.2%
O=C(c1cn(C2CCCCC2)nn1)N1CCSCC1
    -20.8%	i	1.6	i	23.8%	6.6%	-4.6%
COc1ccc(-c2c(C(=O)NC(C)C)nc3sccn23)cc1
    .	-15.2%	17.1	-11.4%	10.3%	-21.3%	-3.7%
CNC(=O)c1cc(C2CC2)nc2c1c(C1CCCN(C(=O)Cc3ccc(OC)cc3)C1)nn2C (stereo not given)
    .	-11.7%	3.5	.	.	.	-18.0%

# Exported as comma-separated lines: part of the list above.
compound,Luciferase inh,NIH3T3 tox,IP6K1 inh,GPT2 inh,SNCA expr inh,SNCA viab count,HEK293 tox
CC(c1ccccc1-n1cccn1)n1cc(-c2nccn2C)nn1 (stereo not given),3.0%,-4.5%,2.5,-30.6%,5.2%,-14.6%,1.0%
CN(C)c1nc2c(c(=O)[nH]1)CCN(Cc1cccc(F)c1F)CC2,7.9%,-29.4%,22.4,i,-14.5%,-4.3%,?
COc1ccc(CCC(=O)N2CCN(C(=O)c3nnn4c3COC(c3ccccc3)C4)CC2)cc1 (stereo not given),-11.9%,0.2%,0.9,-22.2%,38.3%[activator],0.8%,?

# (listing goes on)
# Results follow in this order: Luciferase inh	NIH3T3 tox	IP6K1 inh	GPT2 inh	SNCA expr inh	SNCA viab count	HEK293 tox
CN(C)c1nccnc1OC1CCN(C(=O)NCCc2ccccc2)C1 (stereo not given)
    -1.2%	-8.0%	2.5	i	18.0%	5.0%	?
COc1ccc(C[C@@H](C)[C@@H](C)Cc2ccc(OC)c(OC)c2)cc1OC
    .	.	.	i	-22.2%	-11.1%	.
CN(C)c1ccc(C(=O)NC2CCN(c3cc(-c4cccs4)[nH]n3)CC2)cc1
    0.0%	1.3%	23.7	i	-16.7%	8.6%	-0.9%
O=C(Nc1ccc(F)cc1)N1CCC(N2CC3CC(C2)[C@H]2CCCC(=O)N2C3)CC1 (stereo not given in full)
    2.1%	-10.2%	7.2	i	1.9%	6.7%	-5.1%
O=C([C@@H]1C[C@@H](O)[C@H](O)[C@@H]2NC(=S)N(c3ccc(F)cc3)[C@@H]21)N1CCCCC1
    ?	-1.2%[138 µM]	4.5	-4.5%[88.5 µM]	-2.5%[87.6 µM]	-12.8%[87.6 µM]	-2.3%[172 µM]
CC1CCC2(CC1)NC(=O)N(CC(=O)Nc1ccc(Cl)cc1)C2=O (stereo not given)
    0.0%	11.2µM*	11.5	i	5.8%	-19.3%	?
COCCNC(=O)N1CCCC(c2noc(COC)n2)C1 (stereo not given)
    -13.7%	-9.1%	18.9	i	-8.5%	-8.7%[12.5 µM]	2.1%
Cc1c(CC(=O)NC2CCOCC2)c2c(n1Cc1ccccc1F)CCCC2=O
    7.6%	-8.3%	-2.7	?	5.6%	-2.9%	-2.1%
O=C(O)c1ccc(-c2cc(C(F)(F)F)ccc2Cl)cc1
    .	-14.3%[138 µM]	-16.5	-18.2%[88.5 µM]	18.8%[87.6 µM]	2.0%[87.6 µM]	-2.5%[172 µM]
CC(=O)NCc1nnc2n1C(C(=O)NCc1ccc(F)cc1)CC2 (stereo not given)
    .	-11.5%[138 µM]	2.5	-1.4%[88.5 µM]	-14.4%[87.6 µM]	-10.6%[12.5 µM]	-24.0%[172 µM]
CC1=NS(=O)(=O)N(C)C=C1C(=O)OCc1nc(-c2ccc(OC(F)(F)F)cc2)no1
    5.6%	?	-2.1	i	3.9%	-9.8%	39.8µM*

# Not all compounds are listed; rates above refer to the full screens.
